Epigenetic reg = derepresses silenced GFP reporter in murine cells; murine LDR cells, GFP reporter derepression, 30 h; Potency, µM (doses to about 53.9 µM), for inactives: at the top dose GFP activation, usual class: activators; actives 0.2% (n = 280,000); AID 1865; further: % of control where 0% means no effect; nearly all actives have a fitted effect of over 60% in size
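Readout is the number of GFP-expressing murine LDR cells, counted by cytometry following washing. Cells were treated with compound for 30 h at 37 C; the stably integrated CMV-GFP locus is normally silent.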
aGal spleen mod = inhibits or activates alpha-galactosidase in human spleen homogenate. P06280. Potency, µM (top dose mostly 80 µM), for inactives: at the top dose activity change, negative = inhibition, hits mostly inhibitors. human spleen homogenate, 4MU-alpha-Gal fluorescence, 40 min. actives 0.008% (n = 240,000). AID 2107;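 further: 0% = enzyme with vehicle and -100% = no enzyme basal signal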
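Human spleen homogenate (1 ug) as enzyme source, 4-methylumbelliferyl-alpha-D-galactopyranoside 1 mM final, citrate/phosphate pH 5.0 with 0.01% Tween-20. Compounds 40 min at 37C, NaOH/glycine stop; fluorescence Ex 365/Em 440, Hill-fit AC50.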
aGlu spleen mod = inhibits or activates alpha-glucosidase in human spleen homogenate | human spleen homogenate, 4-MU-alpha-glucoside fluorescence | AID 2112 | actives 0.006% (n = 240,000) | Potency, µM (doses to about 79.9 µM), for the others: at the highest dose activity change, negative = inhibition, most hits filed as inhibitors;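 further: 0% = enzyme with vehicle and -100% = no enzyme basal signal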
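Human spleen homogenate (1 ug) with 4-methylumbelliferyl-alpha-D-glucopyranoside (1 mM final) in 50 mM citrate/phosphate pH 5.0, 0.01% Tween-20; 40 min at 37 C. Stopped at pH 10; 4-MU fluorescence Ex 365/Em 440 nm; AC50 by Hill fit.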
Tau fluor cs = counter-screen for tau fibril formation inhibitors. AID 1463. tau K18 P301L Alexa594 fluorescence, heparin fibrillization. actives 0.93% (n = 280,000). Potency, µM (top dose mostly 57.7 µM), for inactives: at the top dose activity change, negative = decrease; further: on the % scale 0 is the no-effect control and ±100 the full control effect; nearly all actives have a fitted effect of over 55% in size
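Human tau K18 P301L (15 uM unlabeled, 0.24 uM Alexa 594-labeled) in 100 mM sodium acetate pH 7 with 20 uM heparin, 6 hr at 37 C. ThT 30 uM added, 1 hr ambient; Alexa 594 FP and total fluorescence read at 555/632 nm.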
GAA glycogen mod = inhibitors or activators of human alpha-glucosidase glycogen cleavage. P10253. recombinant GAA, glycogen substrate, Amplex Red glucose oxidase fluorescence. Potency, µM (top dose mostly 76.4 µM), for the others: at the highest dose activity change, negative = inhibition, usual class: inhibitors. actives 0.38% (n = 300,000);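 further: 0% = full enzyme reaction and -100% = no-enzyme basal signal; the screen sought inhibitors and activators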
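Recombinant human enzyme (4 nM); glycogen substrate; 37 C, 40 min, pH 5.0. Readout: coupled glucose oxidase/Amplex Red fluorescence.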
NPSR antagonist = blocks cAMP signaling of the human neuropeptide S receptor. CHO-NPSR cells, cAMP TR-FRET, antagonist mode. Potency, µM (series often up to 38.3 µM), for the others: at the highest dose activity change, negative = inhibition, actives largely listed as inhibitors. actives 1% (n = 220,000). AID 1461; further: on the % scale 0 is the no-effect control and ±100 the full control effect; nearly all actives have a fitted effect of over 50% in size; many of its hits are not listed in these tables
Target sequence (Q6W5P4 whole entry, looked up): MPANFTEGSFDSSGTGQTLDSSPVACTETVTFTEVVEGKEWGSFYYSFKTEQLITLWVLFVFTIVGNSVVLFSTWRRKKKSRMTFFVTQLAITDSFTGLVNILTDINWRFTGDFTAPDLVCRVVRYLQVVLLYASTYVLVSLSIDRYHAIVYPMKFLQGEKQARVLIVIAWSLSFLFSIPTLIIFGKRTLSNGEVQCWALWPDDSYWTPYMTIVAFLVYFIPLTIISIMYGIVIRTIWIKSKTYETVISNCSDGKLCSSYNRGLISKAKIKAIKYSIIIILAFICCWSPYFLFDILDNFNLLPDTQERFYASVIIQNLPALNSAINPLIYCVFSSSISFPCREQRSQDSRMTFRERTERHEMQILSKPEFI
ALDH1A1 block = blocks purified human ALDH1A1 activity. P00352. Purified ALDH1A1, NADH fluorescence, propionaldehyde substrate. Potency, µM (highest dose often 75.3 µM), inactives show at the top dose activity, negative = inhibition, usual class: inhibitors. actives 7.3% (n = 220,000). AID 1030; active means well fitted inhibition curve with a large enough effect, not every such curve was filed as active; inconclusive means small, poorly fitted or top-dose-only effect, or another doubt; inactive means no such curve, though single readings can be large or run the other way;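 further: plate controls were no enzyme wells and a reference inhibitor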
Target sequence (P00352 whole entry, looked up): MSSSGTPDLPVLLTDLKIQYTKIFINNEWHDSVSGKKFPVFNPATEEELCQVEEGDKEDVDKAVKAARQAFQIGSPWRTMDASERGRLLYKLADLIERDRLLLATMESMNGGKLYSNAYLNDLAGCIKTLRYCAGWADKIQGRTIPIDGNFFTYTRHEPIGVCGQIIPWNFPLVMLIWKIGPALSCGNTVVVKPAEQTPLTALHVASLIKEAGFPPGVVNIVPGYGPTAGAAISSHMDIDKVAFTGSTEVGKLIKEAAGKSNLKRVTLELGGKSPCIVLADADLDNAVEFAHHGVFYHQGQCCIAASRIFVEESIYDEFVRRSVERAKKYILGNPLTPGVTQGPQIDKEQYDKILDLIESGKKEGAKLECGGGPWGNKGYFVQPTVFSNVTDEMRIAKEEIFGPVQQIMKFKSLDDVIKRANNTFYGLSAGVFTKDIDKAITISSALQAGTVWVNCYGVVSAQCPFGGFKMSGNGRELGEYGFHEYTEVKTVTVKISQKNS
GAA inh = alpha-glucosidase (human) inhibition. P10253. purified human GAA, 4-MU-alpha-glucoside fluorescence. Potency, µM (top dose mostly 76.9 µM), for inactives: at the highest dose activity change, negative = inhibition, hits mostly inhibitors. actives 0.005% (n = 200,000). AID 1466;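 further: plate controls were uninhibited enzyme wells for no effect and no-enzyme background for full effect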
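Endpoint fluorogenic read: 20 min room-temperature reaction of 4 nM human alpha-glucosidase with 400 uM 4-methylumbelliferyl-alpha-D-pyranoside, pH 5.0, quenched with 1M NaOH/1M glycine pH 10. AC50 from Hill modeling.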
Starred values were filed as active, the others as inactive; ? = inconclusive; · = not tested or not shown; [ ] = another dose, or the depositor's remark. Unless noted, the call rests on the fitted dose curve; in most records, active means well fitted curve in the direction sought with a large enough effect; inconclusive means small, poorly fitted or top-dose-only effect, or another doubt; inactive means no such curve, though single readings can be large; an effect the other way counts as inactive or inconclusive. Potency means the concentration at half of the fitted maximal effect.

SMILES	Epigenetic reg	aGal spleen mod	aGlu spleen mod	Tau fluor cs	GAA glycogen mod	NPSR antagonist	ALDH1A1 block	GAA inh
O=C(NNC(=O)c1nn(-c2ccc(F)cc2)ccc1=O)c1ccc(Cl)cc1	-1.6%	-7%	4%	-17%	5%	-25%	-5%	-11%[15.4 µM]
COc1ccc(CNc2ccc3c(c2)nc(C)n3C)cc1	0.2%	-1%	3%	-6%	-19%	-16%[46.1 µM]	?	0%
O=C(c1ccc(Cl)cc1)c1ccccc1C(=O)N1CCOCC1	0.0%	3%	-3%	-3%	4%	-27%[46.1 µM]	11%	2%
Cc1cccnc1NC(=O)C12CCC(C)(C(=O)O1)C2(C)C (configuration not stated)	1.1%	-6%	-24%	-1%	4%	-15%[46.1 µM]	?	-1%
C=C(C)Cn1c(=O)c(NC(=O)c2ccccc2)c2n(c1=S)CCC2	-4.5%	9%	3%	-12%	3%	-9%[46.1 µM]	?	0%
COc1cc(/C=N/Nc2ccccn2)ccc1OCC(C)C	-1.3%	2%	·	-23%	?	-29%	?	3%
C=CCN1C(=O)C(C(C)CC)NC1=S (configuration not stated)	-7.3%	-14%	-10%	-1%	-18%	-23%[46.1 µM]	9%	-2%
O=C(NC1CCCCC1)C(c1ccc(F)cc1)N(Cc1ccco1)C(=O)CN1C(=O)c2ccccc2S1(=O)=O (configuration not stated)	-3.2%	-9%	-1%	16%	0%	-12%	6%	10%
O=[N+]([O-])c1cc(CSC2=NCCN2)ccc1O	-1.3%	11%	7%	-23%	4%	15%	·	·
O=C(O)CS(=O)CC(=O)NCc1cccc(C(F)(F)F)c1 (configuration not stated)	0.4%	-11%	-3%	6%	-6%	18%	2%	-9%
Cc1c(NC(=O)/C=C/c2cn(-c3ccccc3)nc2-c2ccccc2)c(=O)n(-c2ccccc2)n1C	0.0%	-11%	4%	-12%	2%	-17%[46.1 µM]	-10%	-2%
CCOC(=O)c1cnc(SC)nc1Nc1cccc2ccccc12	1.2%	2%	0%	-25%	-1%	-2%[46.1 µM]	?	-3%
O=C(Nc1ccccc1-c1nc2ccccc2s1)C1=COCCO1	-1.5%	18%	12%	3%	4%	-13%	12%	-4%
COc1ccc(-c2cc(C(F)(F)F)n3nc(N)nc3n2)cc1	-0.7%	?	16%	-3%	5%	-2%[46.1 µM]	?	?
COc1ccc(NC(=O)c2sc(N3CCOCC3)nc2-c2ccccc2)c(OC)c1	0.0%	-8%	-9%	-2%	1%	?	5%	-1%
CCc1ccccc1NC(=S)N(CCN1CCCCC1)Cc1ccco1	2.4%	3%	-3%	-4%	4%	0%	-8%	0%
CC(C)NC(=O)C1CCN(C2CCN(Cc3cn[nH]c3-c3ccccc3)CC2)CC1	-0.1%	-6%	1%	4%	-2%	16%	13%	?
CCOC(=O)Cc1ccc(NS(=O)(=O)c2ccc(SC)cc2)cc1	-3.2%	7%	3%	-21%	-2%	-16%[46.1 µM]	8.9µM*	-3%
CC(C)(C)c1ccc(CCC(CC(=O)O)CC(=O)O)cc1	1.1%	5%	1%	0%	-1%	13%	12%	2%
CN=c1sc2ccccc2n1CC(O)COc1ccccc1 (configuration not stated)	2.4%	7%	5%	-2%	-14%	-8%[46.1 µM]	-5%	-5%
Cc1ccc(-c2nc(N/N=C/c3ccncc3)c3ccccc3n2)cc1	16%	1%	-1%	?	22%	?	?	-12%
CC1CCCC(C)N1/N=C/c1ccc(C#N)cc1 (configuration not stated)	4.4%	-7%	-1%	-7%	1%	10%	?	-7%
CCOCCOCN(C#N)c1nc(OC)nc(N(C)C)n1	-1.1%	-8%	-10%	9%	-1%	-13%[46.1 µM]	-4%	-2%
Cc1ccc(-c2nc(C3CCN(S(C)(=O)=O)CC3)no2)cc1	-0.9%	20%	-1%	-10%	6%	-11%[46.1 µM]	3%	0%
COc1ccc(-n2cnnc2SCC(=O)Nc2nc(C)c(Cl)cc2Cl)cc1	0.0%	7%	1%	-4%	4%	-5%[46.1 µM]	3%	-8%
(listing goes on)
SMILES	Epigenetic reg	aGal spleen mod	aGlu spleen mod	Tau fluor cs	GAA glycogen mod	NPSR antagonist	ALDH1A1 block	GAA inh
O=C(NNC1=C(C(=O)C(F)(F)F)CCC1)c1ccc(Br)cc1	-2.6%	-2%	-4%	-24%	-26%	-14%[46.1 µM]	-4%	0%
Cc1ccccc1NC(=O)CSc1nnc(Cc2ccccc2)o1	0.1%	-5%	3%	-1%	5%	-7%[46.1 µM]	-14%	-2%
C[C@H](NS(=O)(=O)c1ccccc1F)C(=O)OCC(=O)N1CCc2ccccc21	3.0%	-16%	-2%	-5%	-1%	-11%[46.1 µM]	?	1%
O=C(O)c1cc(-c2ccc(N3CCOCC3)cc2)nn1-c1ccccc1Cl	-1.4%	2%	-7%	-15%	4%	6%	?	-9%
N#CCCCn1c(=O)oc2ccccc21	-3.5%	2%	4%	8%	-5%	7%	4%	8%
Cc1cc(C)c(C(CC(=O)c2cccs2)C(C#N)C#N)c(C)c1 (configuration not stated)	0.9%	2%	2%	-22%	-30%	-46%	3%	0%
CCOC(=O)Nc1cc(NC(=O)OCC)c(C)nc1C	-3.3%	14%	4%	-13%	12%	-16%	0%	-25%[15.4 µM]
COc1cc(NC(=O)C2CCCCC2)c2ncccc2c1	0.1%	5%	0%	-21%	-16%	-23%[46.1 µM]	?	2%
O=C(Cn1c(=O)n(CC2CCCO2)c(=O)c2ccccc21)c1ccc(Cl)c(Cl)c1 (configuration not stated)	0.0%	12%	2%	-8%	6%	18%[46.1 µM]	12%	-24%
COc1ccc(SCc2noc(C(=O)NCC3CCCO3)c2C(=O)O)cc1 (configuration not stated)	-4.0%	-2%	-12%	0%	8%	-2%[46.1 µM]	2%	10%
Cn1nnnc1Sc1ccc([N+](=O)[O-])cc1Cl	1.3%	4%	5%	-8%	-12%	23%	-2%	-4%
CCOC(=O)c1[nH]c(C)c(C(=O)OCC(=O)NC2CCS(=O)(=O)C2)c1C (configuration not stated)	-0.4%	9%	3%	-3%	7%	-4%[7.67 µM]	·	·
NS(=O)(=O)c1ccc(NC(=O)COC(=O)c2cc([N+](=O)[O-])ccc2Cl)cc1	-1.3%	7%	6%	-20%	-2%	11%	-2%	-3%
O=C1NC(c2ccncc2)C(C(=O)c2cccs2)C(O)(C(F)(F)F)N1 (configuration not stated)	-2.2%	3%	-9%	7%	-3%	1%[46.1 µM]	-2%	0%
CO[C@@H]1COC(=O)CC=C[C@@H](C)[C@@H]2C=C[C@H](O)[C@@H](COC(=O)C/C=C\[C@H]1C)O2	1.1%[10.1 µM]	-4%[17.5 µM]	-4%[17.4 µM]	-3%[11.6 µM]	·	·	-8%[13.5 µM]	·
C=CCN(c1ccccc1)S(=O)(=O)c1cccc(C(=O)OCC(=O)NC2CC2)c1	-2.2%	4%	·	-7%	5%	5%	2%	-6%
Cc1ccc(N2C(=O)C(NC(=O)c3c(F)cccc3F)(C(F)(F)F)C3=C2CC(C)(C)CC3=O)cc1 (configuration not stated)	-1.8%	-2%	-2%	-6%	9%	0%	-8%	-10%
CC(C(=O)N1CCc2ccccc21)N1CCN(c2ccccn2)CC1 (configuration not stated)	-1.1%	8%	9%	1%	-4%	12%	-16%	6%
O=C(Cn1nc(-c2ccccc2)c2ccccc2c1=O)Nc1ccccn1	-1.0%	6%	3%	-16%	4%	-25%[46.1 µM]	-5%	?
COc1ccccc1Nc1nc(N)nc(CSc2ncccn2)n1	0.0%	5%	-20%	6%	3%	-8%[46.1 µM]	1%	-7%
CCCCC(=O)NCc1ccc(F)cc1	-0.9%	7%	3%	4%	-4%	16%	15%	0%
Cc1ccccc1C(=O)NC(=S)NC1CCSC1=O (configuration not stated)	0.0%	-5%	-6%	0%	2%	11%	1%	7%
COCCCN1C(=O)c2ccc(C(=O)Nc3cccc(OC)c3)cc2C1=O	0.9%	-6%	-3%	-15%	7%	-27%[46.1 µM]	1.6µM*	?
COc1ccc(S(=O)(=O)Cc2ccc(C(=O)N3CCN(c4cc(Cl)ccc4C)CC3)o2)cc1	-1.0%	-3%	-7%	-22%	-5%	-26%[46.1 µM]	-1%	-4%
CCOC(=O)C1CCN(C(=O)Cn2cc(C(=O)C3CC3)c3ccccc32)CC1	-1.0%	0%	6%	1%	4%	-6%[46.1 µM]	-3%	1%
Next records follow:
SMILES	Epigenetic reg	aGal spleen mod	aGlu spleen mod	Tau fluor cs	GAA glycogen mod	NPSR antagonist	ALDH1A1 block	GAA inh
Cc1ccc(-n2ncc(-c3nn[nH]n3)c2N)cc1	0.0%	11%	-2%	-11%	2%	8%	·	·
O=C(NC(=O)N1CCN(c2cccc(Cl)c2)CC1)c1ccccc1	0.3%	-1%	-3%	-22%	2%	-4%[46.1 µM]	?	-12%
O=c1[nH]c(-c2ccc(Cl)cc2)cs1	-0.3%	8%	9%	3%	7%	17%	?	7%
CCOc1ccc(NC(=O)Nc2cc(C)ccc2F)cc1	0.7%	7%	2%	?	-6%	-13%[46.1 µM]	9%	-4%
CCc1nnc(NC(=O)CSc2nnc(CCc3nc4ccccc4[nH]3)n2C)s1	-3.1%	-4%	-2%	-1%	12%	-1%[46.1 µM]	2%	-6%
Cc1ccc(Nc2nc(N)nc(CN3CCN(Cc4ccccc4)CC3)n2)cc1Cl	-2.6%	-18%	-7%	-13%	-7%	-23%	·	·
COc1ccc(C(C)C)cc1S(=O)(=O)NCc1ccccn1	-1.3%	13%	-1%	-5%	-2%	-3%[46.1 µM]	?	0%
COC(=O)[C@@H](NC(=O)/C=C/c1ccc(OC)cc1)C(C)C	-4.2%	7%	8%	-4%	2%	15%	4%	-3%
COc1ccc(NC(=O)C2C3CC/C=C\CCC32)cc1 (configuration not stated)	-1.4%	11%	8%	0%	4%	10%[7.67 µM]	·	·

Record cards, as listed above. Values in the order: Epigenetic reg | aGal spleen mod | aGlu spleen mod | Tau fluor cs | GAA glycogen mod | NPSR antagonist | ALDH1A1 block | GAA inh
Cc1ccc(-c2nc(N/N=C/c3ccncc3)c3ccccc3n2)cc1 is listed as 16% | 1% | -1% | ? | 22% | ? | ? | -12%
O=C(NC1CCCCC1)C(c1ccc(F)cc1)N(Cc1ccco1)C(=O)CN1C(=O)c2ccccc2S1(=O)=O (configuration not stated) is listed as -3.2% | -9% | -1% | 16% | 0% | -12% | 6% | 10%
O=C(NC(=O)N1CCN(c2cccc(Cl)c2)CC1)c1ccccc1 is listed as 0.3% | -1% | -3% | -22% | 2% | -4%[46.1 µM] | ? | -12%

High-throughput results: PubChem, National Center for Advancing Translational Sciences (NCATS)

An excerpt, so the mix of outcomes need not match the whole.
